# Assay outcomes deposited in PubChem by Fisher Drug Discovery Resource Center.
# NPYLR7 ag = mosquito NPYLR7 agonism; HEK293T NPYLR7/Galpha15, GCaMP6s calcium fluorescence; AID 1259423; activation, % at 10 µM; 270,000 compounds, 0.15% hits; in the data active means activation above about 40%;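 further: 0% = vehicle and 100% = reference agonist at the receptor; some compounds past the cut are filed as inactive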
# mcGAS inh = mouse cGAS inhibition by luminescence; Q8C6L5; recombinant cGAS, Kinase-Glo ATP depletion luminescence; 160,000 compounds, 0.15% hits; inhibition, % at 12.5 µM;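 further: 0% = negative control wells and 100% = reference inhibitor with no enzyme activity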
# hcGAS inh = human cGAS inhibition; Q8N884; 290,000 compounds, 0.081% hits; recombinant h-cGAS, ATP depletion, Kinase-Glo luminescence; inhibition, % at 12.5 µM; AID 1259398;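 further: 0% = vehicle reaction and 100% = reaction without DNA for no activity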
# Target sequence (Q8N884 whole entry, looked up): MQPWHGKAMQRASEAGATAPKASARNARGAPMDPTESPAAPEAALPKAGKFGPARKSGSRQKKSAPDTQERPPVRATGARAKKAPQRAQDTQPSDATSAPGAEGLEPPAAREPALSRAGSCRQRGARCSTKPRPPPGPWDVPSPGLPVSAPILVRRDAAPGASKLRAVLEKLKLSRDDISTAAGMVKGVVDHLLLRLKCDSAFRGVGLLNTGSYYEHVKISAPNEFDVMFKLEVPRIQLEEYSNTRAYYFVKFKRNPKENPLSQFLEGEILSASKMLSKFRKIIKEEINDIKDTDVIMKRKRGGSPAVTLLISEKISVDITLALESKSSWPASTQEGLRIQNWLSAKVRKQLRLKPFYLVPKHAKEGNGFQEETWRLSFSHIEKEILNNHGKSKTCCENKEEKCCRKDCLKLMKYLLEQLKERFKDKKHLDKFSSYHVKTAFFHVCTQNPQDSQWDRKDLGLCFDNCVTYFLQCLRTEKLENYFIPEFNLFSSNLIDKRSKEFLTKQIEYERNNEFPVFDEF
# The depositor's hits bear a star; . = not tested or not shown. Unless noted, no stated cut-off is given here; in the data, active means inhibition above about 40%; inactive means the rest.
SMILES	NPYLR7 ag	mcGAS inh	hcGAS inh
N#Cc1cc([N+](=O)[O-])ccc1N1CCCC1	6	.	-2
CC(C)c1cc(C(F)(F)F)nc(N2CCN(CC(C)(C)N)CC2)n1	.	-6	-3
COc1ccc(-c2cc(C(F)F)c(C#N)c(SCC(C)=O)n2)cc1OC	7	.	6
CC(=O)Nc1ccc(NS(=O)(=O)c2cccc(F)c2)c(C(F)(F)F)c1	5	.	-3
Cn1nc(-c2cc(O)cc(CCC3CCCCN3)c2)nc1N1CCCCC1 (stereo unspecified)	2	-17	-5
O=C(c1ccc(CO)cc1)N1CC(c2ccncc2)C1	4	.	-5
CC(C)NCc1cc(-c2ccccc2)n[nH]1	-9	.	-4
CC1CCCCN1C(=O)CSc1nnc(-c2cccs2)o1 (stereo unspecified)	.	-6	-7

# Ordered by molar mass (lowest first): 3 of the compounds above.
SMILES	NPYLR7 ag	mcGAS inh	hcGAS inh
CC(C)NCc1cc(-c2ccccc2)n[nH]1	-9	.	-4
N#Cc1cc([N+](=O)[O-])ccc1N1CCCC1	6	.	-2
CC(=O)Nc1ccc(NS(=O)(=O)c2cccc(F)c2)c(C(F)(F)F)c1	5	.	-3

# (further entries)
SMILES	NPYLR7 ag	mcGAS inh	hcGAS inh
Cc1ccc(N2CC(C(=O)NC(C)c3ccccc3Cl)CC2=O)cc1 (stereo unspecified)	19	-8	-5
COc1ccccc1-n1c(CNC(=O)COc2ccccc2)nnc1SCC(=O)Nc1cc(C)ccc1C	-8	.	-5
CN(Cc1nc(-c2cccnc2)no1)C(=O)c1nc2ccccc2s1	-9	.	-4
O=C1CCCN1Cc1cc(Cl)c2cccnc2c1O	0	24	0
Cc1ccc(CN(Cc2ccc(F)cc2)C(=O)CNC2CCCCC2)s1	-10	-6	-8
CC1C(OC(=O)c2nc3ncc(Br)cn3n2)CC2CC1C2(C)C (stereo unspecified)	0	-10	-4
O=C(CN1CCCC1)N1N=C(c2cccs2)CC1c1ccco1 (stereo unspecified)	6	.	-3
COc1cc(C(=O)N2CCC2(C)C(=O)O)cc(OC)c1OC (stereo unspecified)	1	.	-14
FC(F)(F)c1csc(CCNc2ccccn2)n1	2	.	-14
C=CCN(Cc1nccn1Cc1c(F)cccc1Cl)S(=O)(=O)CC	18	-5	-11
CCCCCCCCCCSc1nc2c(c(=O)[nH]c(=O)n2C)n1CCOC	2	.	-2
COc1ccc2c(-c3c(-c4ccccc4)ncn3CCO)cn(C)c2c1	-2	-16	-1
O=C(COc1ccc([N+](=O)[O-])cc1)NCC1CCCCC1	1	.	-3
O=C(CS(=O)(=O)C1CCCC1)N1CCN(CCO)CC1	5	-14	-6
COc1ccccc1-n1c(SCc2nc(C(=O)NCCN3CCCC3)cs2)nnc1-c1ccncc1	20	-6	-11
Cc1cc(Cl)c(C)c(S(=O)(=O)Nc2ccc(NC(=O)C3CCCO3)cc2)c1Cl (stereo unspecified)	-4	.	-2
Cc1ccccc1-c1cn[nH]c1C1CCN(c2ncccc2C(=O)O)CC1	11	-12	-4
CCOC(=O)Cc1c(C)nc2ncnn2c1N1CCN(C(=O)COc2cccc(Cl)c2)CC1	.	-7	-1
O=C1/C(=C/c2ccc(-c3ccc(Br)cc3)o2)C=C(c2ccccc2)N1c1ccccc1	10	-4	0
CN(Cc1ccccc1)C1CCCN(C(=O)CCn2cnnn2)C1 (stereo unspecified)	21	.	-10
C=CCN(CC#Cc1ccccc1)C(=O)CNC	-1	.	-2
O=C(Nc1ccc2c(c1)OCO2)c1cc2nc(-c3ccc(F)cc3)cc(C(F)(F)F)n2n1	-10	-6	-4
CCC(C(=O)N(CC(=O)N(Cc1ccc(F)cc1)Cc1cccs1)CC1CCCO1)c1ccccc1 (stereo unspecified)	.	0	3
CCCCNC(=O)C1(C)CCN1Cc1ccc(OC)c2ccccc12 (stereo unspecified)	3	.	-2
CCOC(=O)c1c(-c2ccc(OC)cc2)csc1NC(=O)CSc1nnc2ccccn12	-8	-8	-8
CC(C)c1ccc(-c2nc(C(=O)n3ncc(C#N)c3N)cs2)cc1	-8	.	-10
O=c1cc(C(F)(F)C(F)F)oc2c1ccc1ccccc12	10	-4	-6
CN=c1scc(-c2ccc3c(c2)OCCO3)n1N=Cc1c[nH]c2ccccc12	5	.	-7
COC(=O)c1sccc1NC(=O)CCN1[C@@H]2CC[C@H]1CC(O)C2 (stereo partly specified)	5	-18	-4
COc1cc(-c2nc(C=Nc3cc(Cl)ccc3C)c(O)o2)cc(OC)c1OC	-1	.	-6
Cc1cc(C)cc(NC(=O)CSc2nncc(=O)[nH]2)c1	1	-6	3
Cc1cccc(CN(C(=O)c2csc(C)n2)C(C)C)c1	7	.	-3

# Random excerpt: three entries already listed.
SMILES	NPYLR7 ag	mcGAS inh	hcGAS inh
N#Cc1cc([N+](=O)[O-])ccc1N1CCCC1	6	.	-2
CN(Cc1nc(-c2cccnc2)no1)C(=O)c1nc2ccccc2s1	-9	.	-4
CN(Cc1ccccc1)C1CCCN(C(=O)CCn2cnnn2)C1 (stereo unspecified)	21	.	-10

# Next section:
# Each structure is followed by: NPYLR7 ag, mcGAS inh, hcGAS inh
- CC(C)[C@H](NC(=O)c1c(F)c(F)c(F)c(F)c1F)c1nnc2c(C(F)(F)F)cccn12
→ -11, -6, -6
- CC(C)n1c(COc2ccccc2)n[nH]c1=S
→ -7, ., 0
- COc1ccc(OC)c(N2CC(C)Cn3c2nc2c3c(=O)[nH]c(=O)n2C)c1 (stereo unspecified)
→ ., -9, -8
- CC(C)=CC(=O)N1CCN(c2nc3ccccc3nc2-c2ccccc2)CC1
→ ., -6, -8
- CC(C)Cc1cc(C(=O)N(C)Cc2nc(-c3ccccn3)no2)n(C)n1
→ 25, -16, -6
- CCn1ccc2ccc(CN3CC(c4ccncc4)C3)cc21
→ 16, ., -8
- CCOc1ccccc1C(=O)Nc1ccc(N2CCN(C(=O)c3cc(Cl)nc(OC)c3)CC2)nc1
→ -3, -6, -4
- C=CCNC(=O)COc1coc(CN2CCc3ccccc32)cc1=O
→ -2, -6, -1
- CCCN1CCC(CC(=O)N2[C@@H]3CC[C@H]2CC(O)C3)CC1 (stereo partly specified)
→ ., -7, -11
- COc1ccc(F)c(CN(C)C(C)c2ccncc2)c1Cl (stereo unspecified)
→ 2, -14, -1
- COc1cc(-c2noc(CCN(Cc3ccccc3)CC(C)O)n2)cc(OC)c1OC (stereo unspecified)
→ 0, -2, -2
- Cc1cccc(Cn2c(NCCCn3ccnc3)nc3c2c(=O)[nH]c(=O)n3C)c1
→ -7, ., -5
- CCOc1ccccc1OCc1nn2c(CC)nnc2s1
→ 1, -8, -7
- Cc1c(Cl)cccc1NC(=O)CC(=O)NC(C)c1ncn[nH]1 (stereo unspecified)
→ -3, 2, -3
- Cc1cc(C(=O)Nc2cc(Cl)ccc2CS(C)(=O)=O)on1
→ 1, ., -1
- CSc1ccc(C(=O)CCC(=O)N2CCC3(CC2)CC(=O)c2ccccc2O3)cc1
→ -8, ., -3
- CCN1CCN(c2nc3c(c(=O)[nH]c(=O)n3C)n2CCc2ccccc2)CC1
→ 14, ., -7
- CCOC(=O)N1CCC(N2CC(=O)N(CC3CCOCC3)CC(OCc3ccccn3)C2)CC1 (stereo unspecified)
→ 10, -12, -6
- CN(C(=O)c1ccc(SC(F)(F)F)cc1)c1ccc(-c2onc3c2CCc2ccccc2-3)cc1
→ ., -8, -12
- COc1cc(C)ccc1OCC(=O)N1CCC(=O)Nc2ccccc21
→ 11, ., -10
- CC(C)c1ccc(C(=O)N(Cc2ccco2)C(C)C(C)C)c(=O)n1C (stereo unspecified)
→ 13, ., -3
- C/C=C/CN1CCC=C(CN2CCC(NC(=O)COC)CC2)C1
→ 2, ., -6
- CN/C(=C/[N+](=O)[O-])NCCSCc1ccc(CN(C)C)o1
→ 0, -4, -5
- CNC(=O)c1cccc(-c2cc(NCc3cccnc3)nc3[nH]ccc23)c1
→ 3, ., -3
- COCCCNC(=O)C(NC(=O)c1ccccc1C)C1CCN(S(=O)(=O)c2ccc(Cl)cc2)CC1 (stereo unspecified)
→ 19, -6, -6
- Cc1nn(C(C)(C)C)c(OC(=O)COc2ccc(Cl)cc2)c1S(=O)(=O)c1ccccc1
→ 1, -7, -6
- O=C1OC(/C=C/c2ccc(Cl)cc2Cl)=NC/1=C\c1ccco1
→ -8, -4, -3
- O=C(c1ccccc1C(F)(F)F)N1CCN(C2c3ccccc3CCc3ccccc32)CC1
→ 18, -7, -11
- O=S(=O)(NCCc1ccccn1)C1=Cc2ccccc2CC1
→ 9, ., -8
- CCOC(=O)Cn1c(C)c(C)n2c3c(=O)[nH]c(=O)n(C)c3nc12
→ -6, 4, 8
- C=CCn1c(SCC(=O)NCCc2ccccc2)nc2sc3c(c2c1=O)CCCC3
→ -4, -9, -7
- CC(=O)OC(CN1CCCC1)Cn1c2ccccc2c2ccccc21 (stereo unspecified)
→ 3, 1, 1
- Cc1nnc(NC(=O)c2ccc(C3SCCS3)cc2)s1
→ 3, ., -16
- COc1ccc(CC2CCN(C(=O)CCNc3ncccn3)CC2)cc1
→ 6, ., -6
- COCc1nc(-c2ccccc2)nc(N2CCN(C(=O)c3ccco3)CC2)c1Cc1cccc(Cl)c1
→ ., -5, -8
- COC(=O)CCn1c(=O)c2c(nc3n(-c4ccccc4)c(C)c(C)n23)n(C)c1=O
→ 8, ., -4
- Cc1ccc(NC(=O)C(=O)N2CCOCC2)cc1Cl
→ -2, ., -4
- c1cc(C2=NNC(c3ccncc3)=NN2)ccn1
→ 15, -3, -5
- O=C(CCCc1cn(S(=O)(=O)c2cccs2)c2ccccc12)N1CCCC1c1ccncc1 (stereo unspecified)
→ -6, -3, -8
- CCOc1ccc2nc(S(=O)(=O)NC(=O)C3(C)CCN3C(=O)c3cc(C)n(C)n3)sc2c1 (stereo unspecified)
→ 3, ., -7
- O=C(CSc1ccc2nnc(CCNC(=O)c3ccc(F)cc3)n2n1)Nc1ccccc1
→ -2, -7, -5
- Cc1cccc(-n2ncc3c(=O)n4c(nc32)SCC4CC(=O)Nc2cc(C)ccn2)c1 (stereo unspecified)
→ 3, -8, -14
- Cc1ccc(OCc2nc(C(=O)NCc3ccncc3)cs2)c(C)c1
→ 10, -7, -4
- CN1C(=O)C2C(C1=O)N1C(c3cccs3)C3C(=O)N(C)C(=O)C3N1C2c1cccs1 (stereo unspecified)
→ -1, ., 4
- CN(C)CC(NC(=O)c1cccc(NS(C)(=O)=O)c1)c1ccccc1 (stereo unspecified)
→ 7, -15, -5
- Cc1ccc(-n2c(SCC(=O)NC3CC3)nc3ccccc3c2=O)nc1
→ 24, ., -14
- CCCCc1ccc(S(=O)(=O)N2CCN(c3cc(S(=O)(=O)NCCCN4CCOCC4)ccc3OC)CC2)cc1
→ 22, -6, -3
- CN(C)CCN1CC(COC(C)(C)C)Oc2ncccc2C1=O (stereo unspecified)
→ 19, -10, -6
- CN(C(=O)Nc1ccc(Cl)cc1-n1cccc1)C1CCOCC1
→ 7, ., -1
- COc1cc(F)c(NC(=O)N2CCC(O)CC2)cc1F
→ 5, ., -7
- O=C(Nc1ccc(N2CCc3ccccc3C2)c(C(=O)NCCc2ccccc2)c1)c1cccc(F)c1
→ 1, 2, 3
- O=C(NCCC1=CCCCC1)C1CC12CCN(C(=O)CCc1ccc3c(c1)OCO3)CC2 (stereo unspecified)
→ 12, -8, 1
- CC(C)c1nc(CN(C)Cc2ccc3ccccc3n2)cs1
→ ., -10, -10
- CC(C)CN1CCN(CC(C)C)C(C(=O)N(C)C)C1 (stereo unspecified)
→ -3, ., -6
- CCOC(=O)C1(CCc2ccccc2)CCCN(C(=O)CCN2CCCCO2)C1 (stereo unspecified)
→ 3, ., -8
- CCC(C(=O)NC)n1cnc(-c2ccccc2)c1-c1cnn2cccnc12 (stereo unspecified)
→ 10, ., -4
- Cc1ccc(C(=O)CSc2ccc(-c3ccccc3)nn2)cc1
→ 2, -7, -2
- COc1cc2c(cc1OC)CN(c1cc(C(=O)NCCC#N)c3ccccc3n1)CC2
→ 5, 9, 3
- CCCCCOc1ccc(C(=O)N2CCN(c3c(Cl)cncc3Cl)CC2)cc1OCCCCC
→ -8, ., -4
- O=C(NCC1CC1)C1CC(=O)N(c2cccc3ccccc23)C1 (stereo unspecified)
→ 2, ., -15

# Further results follow:
# Each structure is followed by: NPYLR7 ag, mcGAS inh, hcGAS inh
- Cc1ccc(-c2cc(NC(=O)CCC3CCCC3)n(-c3ccccc3)n2)cc1
→ 17, -6, -5
- CCOCC(=O)Nc1cc(-n2c(C)nc3ccccc3c2=O)ccc1Cl
→ 8, ., -2
- CCc1nc([C@H]2CN(C)C[C@@H]2C(=O)N2CCOc3ccccc3C2)c(C)[nH]1
→ 12, ., -3
- c1cc(C2CCCC2)nc(N2C[C@@H]3[C@H](C2)[C@H]2CC[C@@H]3O2)n1
→ 4, ., -4
- CNC(=O)CN(CCC#N)CC(C)(C)C
→ 3, ., 1
- COc1ccc(CCc2n[nH]c(C)c2NC(=O)C(C)(C)C)cc1
→ ., -4, -3
- Cc1cc(CNC(=O)CS(=O)(=O)Cc2cccc(Cl)c2)ccc1F
→ 9, -5, -7
- O=c1[nH]c2c(-c3nc4ccccc4s3)c(O)c(-c3ccccc3)n2c2ccccc12
→ 0, -4, -8
- c1coc(COc2ccc3c(C4CC4)noc3n2)c1
→ 2, -6, -6
- C=CCCC(O)CN(Cc1ccc2c(c1)OCO2)Cc1ccc(C)o1 (stereo unspecified)
→ 24, -4, -8
- COc1ccc(OC)c(C=CC(=O)Nc2nc(C)cs2)c1
→ 7, ., -8
- C[C@H](NC(=O)CCC(=O)N1CCc2c([nH]c3ccccc23)C1)[C@H](O)c1ccccc1
→ -16, ., -3
- O=C(NCc1ccccn1)C(C1CCCC1)N1CCN(C(=O)c2cccc(Br)c2)CC1 (stereo unspecified)
→ -4, -3, -4
